p97 ATPase inh: human p97 ATPase inhibition; inhibition, % at 8 µM; hit rate 0.42% among 220,000; AID 1481; P55072; recombinant p97 ATPase, Kinase-Glo ATP luminescence, 3 h; in the data active = inhibition above about 15%;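 note: 0% = DMSO vehicle and 100% = wells lacking enzyme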
NPY2 pot ag: human NPY-Y2 potentiation or agonism, primary screen | cells expressing NPY-Y2, potentiator/agonist read-out | activation, % at 3.6 µM | hit rate 0.45% among 220,000 | AID 1359; in the data active = activation above about 27%;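 note: cells stimulated with NPY near EC25 plus isoproterenol at EC100; 0% = vehicle plus submaximal agonist and 100% = vehicle plus saturating agonist; some results beyond the cut were filed as inactive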
Target sequence (P49146 whole entry, looked up): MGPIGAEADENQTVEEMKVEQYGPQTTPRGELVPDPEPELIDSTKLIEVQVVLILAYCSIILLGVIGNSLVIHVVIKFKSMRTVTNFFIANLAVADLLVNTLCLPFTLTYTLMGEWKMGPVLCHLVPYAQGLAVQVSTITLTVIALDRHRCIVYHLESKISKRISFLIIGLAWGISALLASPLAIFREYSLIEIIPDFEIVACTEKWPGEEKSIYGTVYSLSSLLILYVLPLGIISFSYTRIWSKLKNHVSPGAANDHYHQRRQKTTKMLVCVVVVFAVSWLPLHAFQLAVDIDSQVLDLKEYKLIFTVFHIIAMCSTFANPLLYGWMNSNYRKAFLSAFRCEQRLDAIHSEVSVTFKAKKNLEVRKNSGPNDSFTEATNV
S1P4 agonist: activates the human S1P4 receptor. S1P4-expressing cell line, agonist reporter assay. hit rate 0.35% among 220,000. O95977. activation, % at 4.98 µM; in the data active = activation above about 11%;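 note: 0% = DMSO vehicle and 100% = reference agonist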
EP2 antag: EP2 receptor (human) inhibition; P43116; C6 glioma cells expressing human EP2, cAMP TR-FRET; cells stimulated with saturating PGE2; inhibition, % at 25 µM; hit rate 0.52% among 260,000; AID 1422;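 active = percent inhibition above 40 after rounding to a whole number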;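 note: rat C6 glioma host cells with rolipram phosphodiesterase inhibitor present; the protocol text gives 20 µM as final concentration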
eIF4E-4G inh: eIF4E/eIF4G interaction inhibition in translation initiation. P63073+Q04637. TR-FRET eIF4E-eIF4GI(517-606) binding, 2 h. inhibition, % at 21.7 µM. hit rate 0.37% among 220,000. AID 782;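 active = inhibition above about 30%, limit read from the data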;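 note: 0% = full FRET control wells and 100% = background wells lacking eIF4GI fragment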
NPY-Y1 PAM-ag: potentiates or activates human NPY-Y1 receptor | activation, % at 3.6 µM | P25929 | NPY-Y1 expressing cells, potentiator/agonist activation | hit rate 0.37% among 220,000; in the data active = activation above about 33%, passing the limit was not always enough;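 note: cells stimulated with NPY at EC10 then isoproterenol at EC100; 0% = low agonist plus stimulus and 100% = saturating agonist plus stimulus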
Target sequence (P25929 whole entry, looked up): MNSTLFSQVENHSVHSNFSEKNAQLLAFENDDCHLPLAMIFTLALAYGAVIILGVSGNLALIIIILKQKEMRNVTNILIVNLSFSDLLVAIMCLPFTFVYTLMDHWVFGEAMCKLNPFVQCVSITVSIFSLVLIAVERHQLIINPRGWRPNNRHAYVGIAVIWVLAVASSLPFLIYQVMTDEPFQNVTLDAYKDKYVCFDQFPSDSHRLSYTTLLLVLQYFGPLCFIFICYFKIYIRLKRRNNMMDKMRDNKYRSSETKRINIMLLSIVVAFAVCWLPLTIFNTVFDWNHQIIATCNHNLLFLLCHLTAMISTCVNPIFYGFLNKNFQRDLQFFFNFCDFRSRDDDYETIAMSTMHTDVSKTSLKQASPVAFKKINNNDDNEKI
NPY Y1 blocker: NPY-Y1 (human) receptor antagonism; inhibition, % at 3.6 µM; hit rate 1% among 200,000; HEK293-CNG Y1 cells, membrane potential fluorescence; NPY at EC95, then isoproterenol;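 active = inhibition above the campaign mean inhibition of all tested compounds plus 3 SD, cut at about 20% in these data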;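 note: 0% = DMSO wells given NPY plus isoproterenol and 100% = isoproterenol alone without NPY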
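Test system: HEK293 cells co-expressing NPY Y1 receptor and cyclic-nucleotide gated channel; Also added: NPY (25 nM), isoproterenol (1 µM), Ro 20-1724 (25 µM); Compound dosing: one concentration, 3.6 µM, in 0.4% DMSO; Timing: dye 3 h, compound 60 min room temperature, stimulation 45 min; Technique: Membrane-potential fluorescent dye readout.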
EP2 modulator: EP2 receptor (human) modulation | P43116 | EP2-expressing cells, cAMP HTRF FRET, PGE2 co-stimulation | induction, % at 25 µM | hit rate 0.83% among 260,000 | AID 940;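 active = compounds whose cAMP rise, as percent of the full-agonist control response, exceeds 60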;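 note: rat C6 glioma line stably carrying human EP2 under a CMV promoter; the protocol text gives 20 µM as final concentration; 100% = response of wells given 1 µM PGE2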
S1P4 antagonist: blocks the human S1P4 receptor; inhibition, % at 4.98 µM; S1P4-expressing cells, antagonist mode, reporter read-out; AID 1510; hit rate 0.26% among 220,000; in the data active = inhibition above about 29%;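 note: 0% = wells stimulated with agonist and 100% = vehicle wells without agonist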
Active calls of the source: *; x = no result given; & = joins results of further samples; [ ] = dose if it differs, or a comment.

The opening 2 compounds, to show the layout:
entry	molecule	NPY2 pot ag	S1P4 antagonist	eIF4E-4G inh	S1P4 agonist	NPY-Y1 PAM-ag	EP2 antag	EP2 modulator	NPY Y1 blocker	p97 ATPase inh
1	CCn1cnc2sc(C(=O)N3CCN(c4ccc(OC)cc4)CC3)c(C)c2c1=O	-2	-9	-3	1.7	-9	5	5	7	1
2	COc1ccc(N(CC(O)Cn2c3ccccc3c3ccccc32)S(=O)(=O)c2ccccc2)cc1 (stereo not given)	-14	0	-3	-1.8	-1	8	31	5	-1

Results, from the start:
entry	molecule	NPY2 pot ag	S1P4 antagonist	eIF4E-4G inh	S1P4 agonist	NPY-Y1 PAM-ag	EP2 antag	EP2 modulator	NPY Y1 blocker	p97 ATPase inh
1	CCn1cnc2sc(C(=O)N3CCN(c4ccc(OC)cc4)CC3)c(C)c2c1=O	-2	-9	-3	1.7	-9	5	5	7	1
2	COc1ccc(N(CC(O)Cn2c3ccccc3c3ccccc32)S(=O)(=O)c2ccccc2)cc1 (stereo not given)	-14	0	-3	-1.8	-1	8	31	5	-1
3	CCC1CCCCN1C(=O)CSc1nnc(-c2ccc(Cl)cc2)o1 (stereo not given)	-6	-30	-1	-0.8	-3	8&9	7&-2	1	-1
4	O=C(CSc1ncnc2sc3c(c12)CCCCC3)NCc1ccco1	-15	-9	-7	0.8	-5	10	13	7	0
5	Cn1c(=O)nc2n(Cc3ccccc3)c3cccc(Cl)c3cc-2c1=O	3	-14	11	-0.9	-6	6	2	6	-2
6	Clc1ccc(CSc2nnc([C@@H]3CCCN3)o2)cc1Cl	-32	0	-5	-0.2	-22	10	-3	0	-4
7	Cc1ccc(S(=O)(=O)NC(=O)NC(=O)N(C)S(=O)(=O)c2ccc(C)cc2)cc1	2	-4	0	0.1	19	2	15	-2	-1
8	CCc1ccccc1NS(=O)(=O)c1ccc2[nH]cc(C(=O)NCC3CCCO3)c(=O)c2c1 (stereo not given)	-4	4	0	0.6	16	x	9	-4	1
9	C/C(=N\Nc1cccc(C(=O)O)c1)c1ccc2c(c1)Nc1ccccc1S2	17	-7	7	1.3	-4	7	-40	x	13
10	O=C(O)C1CCC(N2C(=O)C3CCCCC3C2=O)CC1 (stereo not given)	-15	7	1	1.1	-22	8	7	2	2
11	O=C(N/N=C/c1ccco1)c1cccc([N+](=O)[O-])c1	-5	4	23	-0.8	6	8	16	0	4
12	O=C(Nc1nc(-c2cccnc2)cs1)c1cccc([N+](=O)[O-])c1	6	-6	9	-0.7	6	8	-57	-1	4
13	COC(=O)c1ccc(NC(=O)Cc2ccc(C)cc2)cc1	5	0	-7	-0.7	0	21	2	0	-1
14	CCN(c1ccccc1)S(=O)(=O)c1ccc(Cl)nc1	4	-17	7	0.5	13	16	26	0	2
15	Cc1ccc(-c2nnc(SCC(=O)N3CCN(c4ccccc4)CC3)o2)cc1	1	-8	2	-0.8	12	16	27	0	2
16	Cc1ccc(NC(=O)c2sc(N)nc2-c2ccc([N+](=O)[O-])cc2)c(C)c1	-6	11	5	3.7	2	13	-12	x	0
17	C#CCNC(=O)C1=C[C@H](c2coc3ccccc3c2=O)[C@@H](CCCO)[C@H](OCC)O1	-5	0	3	-1.0	-3	11	-12	3	0
18	CCOC(=O)NCc1ccc(S(=O)(=O)Nc2c(C)cccc2C)cc1	1	2	3	-1.0	-18	8	15	5	1
19	CC(=N/O)/C(=N\O)c1ccc(C)o1	2	5	0[fluorescence artefact?]	0.6	-14	9	14	-5	12
20	CC(=O)c1cccc(NC(=O)C2CCN(S(=O)(=O)c3ccc(F)cc3)CC2)c1	10	-8	-1	2.2	5	9	-11	-7	4
21	CCCN(CCC)Cc1c(C(=O)OCC)nnn1-c1nonc1N	-3	5	6	-1.0	-16	13	30	5	0
22	COc1ccc(C2CC(c3cccs3)n3nc(N)nc3N2)cc1 (stereo not given)	-5	-1	5[fluorescence artefact?]	0.0	24	7	-3	3	2
23	N#Cc1nc(N)nc(N(c2ccccc2)c2ccccc2)n1	4	-7	-2	0.7	1	24	-16	-2	4
24	Cc1ccc(/C=N/Nc2ccc(C(=O)O)cc2)o1	7	-1	-12	1.9	-9	3	26	-2	3
25	O=c1c2ccccc2nc(SCc2cn3ccsc3n2)n1-c1ccccc1F	8	0	-5	-0.3	7	14	43	5	12
26	COc1cc2c(cc1OC)C(/C(C#N)=N\O)=NC(C)(C)C2	13	4	5	-0.2	-16	4	24	2	4
27	O=C(N/N=C/C=C/c1ccccc1)c1n[nH]c2c1CCC2	-15	3	-2	1.4	-12	x	-2	5	2
28	COc1ccc(CNC(=O)C2CCN(S(=O)(=O)N3CCC4(CC3)OCCO4)CC2)c(OC)c1	2	8	0	2.4	-29	5	6	4	1
29	COc1ccc(N(CC(=O)N/N=C/c2cc3ccc(OC)cc3nc2Cl)S(=O)(=O)c2ccccc2)cc1	5	-22	25[fluorescence artefact?]	1.5	13	2	35	5	-3
30	COc1ccc2nc(NC(=O)[C@@H]3CCCN3C(=O)c3cccs3)sc2c1	14	-14	2	1.0	2	8	-2	1	5
31	CC(C)(C)c1ccc(-c2nnc(N)s2)cc1	0	5	-1	-1.0	13	5	11	1	-3
32	COc1ccc(N2C(=O)C3C(C2=O)C(C(=O)c2ccccc2)N2CCCC32)cc1 (stereo not given)	2	-15	-13	1.4	21	2	-7	x	2
33	Cc1ccc(C(=O)OCc2ccc3c(c2)OCO3)cc1S(=O)(=O)N1CCCCC1	-7	6	3	-0.2	-28	5	-17	7	2
34	Cc1c(N2C(=O)CSC2c2ccc([N+](=O)[O-])cc2)c(=O)n(-c2ccccc2)n1C (stereo not given)	4	-2	4	0.5	11	3	23	x	4
35	CCOC(=O)c1cn[nH]c1NC(=S)Nc1ccc(Cl)cc1	14	0	2	0.6	1	8	-27	x	2
36	C/C(CC(=O)NCc1ccco1)=N\NC(=O)Cc1ccc(Cl)cc1	0	-1	2	0.2	-5	13	-1	-2	0
37	COc1ccccc1/C=C1\SC(=S)N(N2C(=O)CCCC2=O)C1=O	0	-5	2	1.3	-4	3	20	1	1
38	O=C(CCc1ccccc1)N1CCN(c2ccc([N+](=O)[O-])cc2)CC1	-10	1	0	-0.5	-7	10	-56	2	5
39	COc1ccccc1C1CCN(C(=S)Nc2ccc(Br)cc2)CC1	-19	-8	2	0.7	3	10	-47	x	7
40	COc1ccc(CNC(=O)C/C(C)=N/NC(=O)c2cnccn2)cc1	1	6	-2	0.4	16	2	30	-3	6
41	COc1cc(C(=O)Nc2cc(C(F)(F)F)ccc2Cl)cc(OC)c1OC	-6	-13	5	0.8	-34	x	14	2	-5
42	O=C1C2CC=C(Cl)CC2C(=O)N1CCC[n+]1cccc2ccccc21 (stereo not given)	6	-13	6	-1.2	-9	7	1	1	9
43	Cc1[nH]c2ccccc2c1-c1csc(NC(=O)CSCCO)n1	13	9	-2	0.2	2	6	-69	-3	3
44	COC(=O)C(O)(CC(=O)Nc1ccc(C)c(F)c1)C(F)(F)F (stereo not given)	-2	-11	1[fluorescence artefact?]	2.3	-38	7	23	5	2
45	CCN(Cc1ccccc1)C(=O)C(C)OC(=O)c1cc(S(=O)(=O)Nc2c(C)n(C)n(-c3ccccc3)c2=O)ccc1C (stereo not given)	0	-7	1	0.3	14	9	33	1	1
46	CC1CCCN(Cc2cnc(Cl)s2)C1 (stereo not given)	5	-8	6	0.3	11	8	6	-5	0
47	CCn1ncc(/C=C/C(=O)c2ccccc2)c1C	-1	-4	7	-1.3	5	8	-19	-4	5
48	CC1C(=O)NN=C1C(=O)N/N=C/c1ccco1 (stereo not given)	-12	-2	-1	1.2	-5	5	17	8	-7
49	O=C(CSc1nnc(-c2ccc(F)cc2)n1-c1ccccc1)NCCN1C(=O)CSC1=O	18	-15	-2	-1.0	2	9	37	0	3
50	Cc1cc(N2CCCC(C(=O)Nc3ccc4c(c3)CCC4)C2)n2ncnc2n1 (stereo not given)	10	12	-5	17*	20	2	-31	2	3
51	CC(=C/c1ccc(C(C)C)cc1)/C=N/NC(=O)Cn1nc(C)cc1C	-5	-19	0[fluorescence artefact?]	0.0	2	7	38	1	-3
52	Cn1c(-c2ccccn2)[n+](C)c2ccccc21	-1	3	1	0.6	13	8	29	0	4
53	CCC(=O)NC(c1ccc(OC)c(OC)c1)c1cc(Cl)c2cccnc2c1O (stereo not given)	-5	-9	0	-1.6	-40	0	3	9	-5
54	Nc1ccc2nc(-c3ccccc3)[nH]c2c1	-10	2	-1	-2.1	9	15	-38	5	-9
55	CC1(c2ccc(Cl)c(Cl)c2)NC(=S)N2C1NC(=S)N2c1ccccc1 (stereo not given)	11	-11	2	-0.1	36	x	8	-2	-3
56	O=C1CC(C(=O)Nc2ccc(C(=O)O)cc2)C(c2ccccc2)O1 (stereo not given)	-3	11	3[fluorescence artefact?]	-1.4	20	14	-12	1	4
57	O=C(CCc1ccccc1)NNC(=O)Cc1ccccc1	1	-3	3	-2.4	-1	14	12	1	-1
58	Cc1cc(-c2ccccc2)nc(N(C)NC(=O)c2ccc(Cl)cc2)c1S(C)(=O)=O	-7	2	-6[fluorescence artefact?]	0.8	-2	6	-21	5	4
59	O=C(Nc1cccc(Cl)c1)Nc1ccc2c(c1)OCO2	-6	1	-2[fluorescence artefact?]	-1.5	5	6	-9	4	2
60	COc1cccc(-c2cc(C(=O)N3N=C(C)CC3(O)C(F)F)c3ccccc3n2)c1 (stereo not given)	8	-13	-2	0.7	9	7	-48	-3	-2
61	COc1ccc(/C=C(\NC(=O)c2ccccc2)C(=O)OC[C@@H]2CCC[N+]3(C)CCCCC23)cc1OC (stereo not given in full)	9	-1	5	0.9	-2	7	32	4	0

Bioassay records: PubChem BioAssay, several laboratories

A portion of the library; count on the stated rates, not on these rows.
